# Bioassay records from PubChem BioAssay.
# CHT block = inhibits the human high affinity choline transporter; Q9GZV3; CHT-expressing cells, membrane potential dye, choline response; hits give low values; B-score at 10 µM; actives 0.86% (n = 310,000);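 active means B-score over 3 SD under the library average, and starting fluorescence ratio not unusually high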;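 further: choline stimulus applied at its EC90 after an EC20 pre-addition; B-score computed on integrated fluorescence ratio after choline addition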
# Target sequence (Q9GZV3 whole entry, looked up): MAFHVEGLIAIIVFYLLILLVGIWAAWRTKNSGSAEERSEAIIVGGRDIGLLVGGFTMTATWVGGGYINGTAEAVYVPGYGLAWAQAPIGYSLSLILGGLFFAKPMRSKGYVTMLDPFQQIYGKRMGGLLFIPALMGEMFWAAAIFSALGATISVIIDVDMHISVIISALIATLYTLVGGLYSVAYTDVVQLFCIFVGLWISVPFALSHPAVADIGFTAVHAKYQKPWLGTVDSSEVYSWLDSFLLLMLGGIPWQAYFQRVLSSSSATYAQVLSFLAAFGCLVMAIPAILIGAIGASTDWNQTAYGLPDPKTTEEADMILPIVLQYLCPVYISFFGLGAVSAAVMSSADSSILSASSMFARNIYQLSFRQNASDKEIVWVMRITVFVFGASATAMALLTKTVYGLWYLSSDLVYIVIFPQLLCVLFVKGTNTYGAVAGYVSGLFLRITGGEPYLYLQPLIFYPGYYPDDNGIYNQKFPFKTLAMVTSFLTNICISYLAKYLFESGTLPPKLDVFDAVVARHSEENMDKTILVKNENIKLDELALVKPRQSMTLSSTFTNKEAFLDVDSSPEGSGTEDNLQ
# STK33 inh = inhibitors of human STK33 kinase; Q9BYT3; purified STK33, MBP phosphorylation, ADP-Glo luminescence; inhibition, % at 10 µM; actives 0.073% (n = 320,000); AID 2661;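 active means inhibition at or above 25%, using the most active replicate where run in duplicate; inactive means inhibition below 25%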
# Target sequence (Q9BYT3 whole entry, looked up): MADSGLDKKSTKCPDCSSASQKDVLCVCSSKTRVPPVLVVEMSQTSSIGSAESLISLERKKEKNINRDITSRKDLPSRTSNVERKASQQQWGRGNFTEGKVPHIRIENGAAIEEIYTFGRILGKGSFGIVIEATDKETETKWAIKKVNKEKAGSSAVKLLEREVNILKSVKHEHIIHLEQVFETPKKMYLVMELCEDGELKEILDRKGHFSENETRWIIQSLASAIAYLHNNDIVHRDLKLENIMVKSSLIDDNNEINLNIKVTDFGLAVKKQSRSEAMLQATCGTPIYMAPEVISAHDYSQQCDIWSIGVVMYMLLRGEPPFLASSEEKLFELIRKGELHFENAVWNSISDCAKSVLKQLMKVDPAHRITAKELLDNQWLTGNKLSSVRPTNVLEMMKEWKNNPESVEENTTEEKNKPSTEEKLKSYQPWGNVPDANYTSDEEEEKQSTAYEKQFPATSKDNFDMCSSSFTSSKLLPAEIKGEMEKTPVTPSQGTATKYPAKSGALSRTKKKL
# CHT PAM = human CHT allosteric activation. Q9GZV3. CHT-expressing cells, membrane potential dye, choline EC20; hits give high values; LV-AA mutant CHT in HEK293 cells. B-score at 10 µM. actives 0.49% (n = 310,000);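 active means initial fluorescence not abnormally high and integrated response B-score, plate-corrected, over 3 SD above library mean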
# An asterisk follows results filed as active; i = inactive; x = no result given.
# Order of results: CHT block | STK33 inh | CHT PAM
> CC1CN(C(=O)c2cc(F)c(F)cc2Cl)CC(C)O1 (stereo not given)
    i | -2.6 | i
> CCCCN(CC)Cc1ccc(CNC(=S)Nc2ccccc2F)o1
    i | 0.4 | i
> COCCOC(=O)C(C#N)c1nc2ccccc2nc1N1CCN(Cc2ccccc2)CC1 (stereo not given)
    i | 0.9 | i
> Cc1cc(C)c(S(=O)(=O)N2CCCCC2CCNC(=O)C(=O)NCCN2CCOCC2)c(C)c1 (stereo not given)
    i | -1.5 | i
> C=CCSc1nc2c(sc3nc(C)cc(C)c32)c(=O)[nH]1
    i | -0.7 | i
> COC(=O)c1ccc(C(=O)OC)c(NC(=O)COC(=O)c2ccccc2OC)c1
    i | -1.7 | i
> COc1ccccc1N(CC(=O)Nc1cccc(C(F)(F)F)c1)S(C)(=O)=O
    i | -2.0 | i
> COc1ccc(CN(C(=O)CNC(=O)c2ccco2)C(C(=O)NC2CCCC2)c2ccco2)cc1 (stereo not given)
    i | -2.5 | i
> O=C(CSCc1cnn(-c2ccccc2)c1-n1cccc1)N1CCN(Cc2ccccc2)CC1
    i | -2.7 | i
> Cc1cc(C)c(S(=O)(=O)Nc2cc(SCC(=O)O)c(O)c3ccccc23)cc1C
    i | -1.6 | i
> O=C(c1ccc2c(c1)OCO2)C1CCCN(Cc2ccccc2OC(F)F)C1 (stereo not given)
    i | 0.8 | i
> Cc1cccc([C@@H]2[C@@H]3C(=O)N(C)C(=O)[C@@H]3[C@@H]3C(=O)Nc4ccccc4C(=O)N23)c1
    i | -0.2 | i
> Cc1ccc(NC2=Nc3ccccc3CC2)cc1
    i | 3.0 | i
> O=C(Cc1ccc(Cl)cc1)N1CCC2(CC1)NCCc1[nH]cnc12
    i | -0.8 | i
> Cc1ccc(-c2cc(C(=O)Nc3ccc(S(=O)(=O)Nc4onc(C)c4C)cc3)[nH]n2)c(O)c1
    i | 0.3 | i
> CCCn1c(Oc2ccccc2)nc2c1c(=O)n(C)c(=O)n2C
    i | 0.2 | i
> COc1ccc(CC(CN)c2ccccc2)cc1 (stereo not given)
    i | -0.8 | i
> Cc1ccc2c(CC(=O)OCn3nnc4ccccc4c3=O)coc2c1
    i | -1.4 | i
> Cc1cccc2c(N=Nc3ccccc3)c(O)[nH]c12
    i | -0.8 | i
> COc1ccc(NC(=O)CSc2nc3nc(-c4cccs4)cc(C(F)(F)F)c3c(=O)[nH]2)c(OC)c1
    i | -4.8 | i
> O=C(Nc1cccnc1)c1cc2c(ccc3ccccc32)o1
    i | 1.4 | i
> CC(C)c1nc2oc3c(NCC4CCCO4)ncnc3c2c2c1CCC2 (stereo not given)
    i | x | i
> NNC(=O)Cc1cn(-c2ncc(C(F)(F)F)cc2Cl)c2ccccc12
    i | -1.5 | i
> O=[N+]([O-])c1cccc(N/N=C/c2ccc(N3CCOCC3)cc2)c1
    i | 1.0 | i
> O=C(CCNC(=O)c1ccc(Cl)cc1)Nc1ccc(Cl)cc1F
    i | -0.5 | i
> CCc1nnc(NC(=O)CSc2nnc(CNc3cccc(C)c3)n2-c2ccccc2)s1
    i | -1.3 | i
> COc1ccc(CCNC(=O)c2nc(-c3cccs3)no2)cc1OC
    i | -2.4 | i
> CC1CC(C)CN(CC(=O)Nc2ccc3c(c2)OCCO3)C1 (stereo not given)
    i | -1.0 | i
> COc1ccc2c(c1)cc1n2CCN2CCCN=C12
    -6.2* | -2.5 | i
> COc1ccc(-c2noc(COc3ccc4c(c3)OCO4)n2)cc1
    i | -1.5 | i

# Among those listed so far, these have a furan ring, fused or not:
# Order of results: CHT block | STK33 inh | CHT PAM
> CCCCN(CC)Cc1ccc(CNC(=S)Nc2ccccc2F)o1
    i | 0.4 | i
> COc1ccc(CN(C(=O)CNC(=O)c2ccco2)C(C(=O)NC2CCCC2)c2ccco2)cc1 (stereo not given)
    i | -2.5 | i
> Cc1ccc2c(CC(=O)OCn3nnc4ccccc4c3=O)coc2c1
    i | -1.4 | i
> O=C(Nc1cccnc1)c1cc2c(ccc3ccccc32)o1
    i | 1.4 | i
> CC(C)c1nc2oc3c(NCC4CCCO4)ncnc3c2c2c1CCC2 (stereo not given)
    i | x | i

# Going on with the list.
# Order of results: CHT block | STK33 inh | CHT PAM
> COc1cccc(CNC(=O)Cc2csc(Nc3nc(=S)[nH]c4ccccc34)n2)c1
    i | -1.8 | i
> CC(C)(C)c1cccc(/C=N/O)c1O
    i | -0.1 | i
> Cc1cc(/C=N/NC(N)=S)c(C)n1-c1ccc(Cl)c(Cl)c1
    i | -0.1 | i
> CCC(C)NC(=O)CSc1nnc(-c2ccc(OC)c(OC)c2)c(-c2ccc(OC)c(OC)c2)n1 (stereo not given)
    i | -0.5 | i
> CC1(C)CC(=O)C2=C(C1)NC(Nc1nc3ccccc3o1)=NC2c1ccccn1 (stereo not given)
    i | -0.1 | i
> O=C(O)C(Cc1ccccc1)N1Cc2ccccc2C1=O (stereo not given)
    i | -0.6 | i
> Cc1noc(C)c1C(=O)N1CCCC(C(=O)c2cccc(C(F)(F)F)c2)C1 (stereo not given)
    i | -1.6 | i
> CCn1ccnc1CN(C)Cc1cn(-c2ccccc2)nc1-c1ccc(OC)cc1F
    i | 0.1 | i
> Cc1ccc(S(=O)(=O)N2CCN(C)CC2)cc1[N+](=O)[O-]
    i | -2.1 | i
> COc1cc(C2Nc3c(F)cccc3C3C=CCC32)cc(Br)c1OC (stereo not given)
    i | -0.3 | i
> O=S(=O)(NCCSc1nnnn1-c1ccccc1)c1cccs1
    i | -0.2 | i
> NC(=O)C1CCN(S(=O)(=O)c2cccc(C(=O)O)c2)CC1
    i | 0.1 | i
> O=C1c2ccccc2C(=O)C1(CO)c1ccccc1
    i | 0.7 | i
> Cc1cc(OCC(O)CN2CCCC2)ccc1C(C)C (stereo not given)
    i | -1.2 | i
> COc1ccccc1-n1c(C)nc2cc(C(=O)NCC3CCCO3)ccc21 (stereo not given)
    i | -2.5 | i
> CS(=O)(=O)N1CCN=C1SCc1cccc(F)c1
    i | 0.9 | i
> CCCC[C@@H]1C[C@H]1[C@@H](NC(=O)c1ccco1)c1ccccc1C(F)(F)F
    i | -0.5 | i
> COC(=O)CC1NCCNC1=O (stereo not given)
    i | x | i
> COc1ccccc1CNC(=O)C1CCN(S(=O)(=O)c2ccc3c(c2)OCCCO3)CC1
    i | -0.5 | i
> Cc1ccc(/C(O)=C2/C(=O)C(=O)N(c3ccccn3)C2c2ccc([N+](=O)[O-])cc2)cc1 (stereo not given)
    i | -1.0 | i
> COc1ccccc1CCC(=O)OCC(=O)Nc1cc(S(=O)(=O)N2CCOCC2)ccc1C
    i | -2.0 | i
> COc1ccc(C(=O)N2CCNC(=O)C2CC(=O)Nc2cc(Cl)ccc2OC)cc1 (stereo not given)
    i | -0.5 | i
> O=C(CN1C(=O)c2cccc3cccc(c23)C1=O)NCCN1CCOCC1
    i | -1.8 | i
> Cc1ccc(S(=O)(=O)N(C)C)cc1NC(=O)C1Cc2ccccc2CN1C(=O)c1ccco1 (stereo not given)
    i | 0.5 | i
> O=C(O)CC(c1cccc(O)c1)N1Cc2ccccc2C1=O (stereo not given)
    i | -0.6 | i
> Cc1oc(C)c2c(=O)ccc3c(c12)OC(N)=C(C#N)C3c1ccc(F)cc1 (stereo not given)
    i | 2.0 | i
> Cc1nc2ccccn2c1C(=O)NNC(=S)Nc1ccc(Cl)cc1
    i | 1.1 | i
> COc1cccc(N=Cc2ccc(O)cc2O)c1
    i | -0.4 | i
> Cc1ccccc1NC(=O)c1c(C)nn(-c2ccccc2)c1Cl
    i | -0.6 | i
> O=C(NC(=S)Nc1ccccc1)c1cc(-c2ccccc2)nc2ccccc12
    i | 0.6 | i
> Cc1ccnc(NS(=O)(=O)c2ccc(NC(=O)c3ccc([N+](=O)[O-])s3)cc2)n1
    i | -0.7 | i
> COc1ccc2sc3c(=O)[nH]c4ccccc4c3c2c1
    i | 4.3 | i
> CC(=O)Oc1c(S(=O)(=O)c2ccc(C)cc2)c(C)nn1C(C)(C)C
    i | 0.3 | i
> COc1ccc(/C=C/c2ccc3cccc(O)c3n2)cc1Br
    i | -5.2 | i
> Cn1c(=O)c(C(=O)NC2CCCCCCC2)c(O)c2ccccc21
    i | -0.8 | i
> O=C(Nc1ccccc1)c1cc(Cl)nc2ccccc12
    i | 0.0 | i
> CCCc1c(C(=O)N/N=C(\C)CCc2ccc(OC)cc2)nnn1-c1nonc1N
    i | 0.5 | i
> Cc1cccc(C)c1NC(=O)c1cnn(-c2ccccc2)c1C
    i | 1.1 | i
> CC1=C(C(=O)OC2CCCCC2)C(c2cccnc2)n2nnnc2N1 (stereo not given)
    i | 1.1 | i
> C=C(C)Cn1c(SCC(=O)N/N=C/c2c(O)ccc3ccccc23)nc2ccccc2c1=O
    i | -0.3 | i
> CN1CCN(S(=O)(=O)c2ccc(Br)c3nsnc23)CC1
    i | 0.8 | i
> Cc1cccc(OCCCC(=O)NC2CCCCC2)c1
    i | 0.2 | i
> CCN(CC)N=Nc1ccc(C(=O)O)cc1
    i | -1.2 | i
> O=C(Cc1c(F)cccc1Cl)Nc1cc(S(=O)(=O)N2CCCCC2)ccc1N1CCOCC1
    i | -1.5 | i
> O=[N+]([O-])c1ccc(C(O)CN2CCOCC2)cc1 (stereo not given)
    i | 0.0 | i
> CCc1cc2c(Nc3ccccc3O)nc(C)nc2s1
    i | -1.2 | i
> CC(=O)Nc1ccc(Nc2ncnc3ccccc23)cc1
    i | 0.2 | i
> N#CNC(N)=Nc1cccc(Cl)c1
    i | -1.0 | i
> Cc1[nH]c(=O)[nH]c(=O)c1NC(=O)c1ccc(OC(C)C)cc1
    i | 0.3 | i
> COc1ccc(Br)cc1CN(C)CC(=O)NCc1ccc(F)cc1
    i | 0.1 | i
> COc1ccc(-c2noc(CN3CCOCC3)n2)cc1OC
    i | 2.8 | i
> O=C(Nc1ccccc1-c1ccccc1)c1cccs1
    i | 4.2 | i
> COc1ccccc1NC(=O)C1CCCN1C(=O)NCc1ccccc1 (stereo not given)
    i | -2.2 | i
> CC(=O)c1ccc(Cc2cnc(N)s2)cc1
    i | -1.0 | i
> O=C(O)C1CC=CCC1C(=O)Nc1ccccc1Cl (stereo not given)
    i | -0.1 | i
> Cc1cc(OCC(=O)N2CCN(c3ccc(F)cc3)CC2)c2c(C)cc(=O)oc2c1
    i | -1.0 | i
> CCCCSc1nnc(-c2ccc(C)cc2)o1
    i | -0.3 | i
> CCOC(=O)N1CCC(N(C(=O)Nc2ccc(CC)cc2)C(C)CC)CC1 (stereo not given)
    i | 2.0 | i
> CNC(=O)Cn1c(C)cc(=O)c2cccc(OC)c21
    i | -3.4 | 13*
> CCC(=O)Nc1ccc2c(c1)ncn2C
    i | 0.3 | i

# (continued)
# Order of results: CHT block | STK33 inh | CHT PAM
> O=C(CCc1nc2ccccc2s1)N1CCN(S(=O)(=O)c2cccs2)CC1
    i | -0.4 | i
> Cc1c(NC(=S)NC(=O)c2sc3ccccc3c2Cl)cccc1C(=O)O
    i | -2.1 | i
> Cc1cc(C)n(-c2nc(NCC(C)O)c3c4c(sc3n2)COC(C)(C)C4)n1 (stereo not given)
    i | 1.0 | i
> COc1ccc(-c2nc(N)c(C#N)c(-c3cccnc3)c2C)cc1
    i | -0.4 | i
> CCNC(=S)Nc1cccc(NC(=O)c2ccccc2O)c1
    i | 1.7 | i
> O=C(Cc1ccccc1)N/N=C/C=C/c1ccccc1[N+](=O)[O-]
    i | 0.1 | i
> CCc1nnc(NS(=O)(=O)c2ccc(NC(=O)CCC(=O)O)cc2)s1
    i | -1.3 | i
> COc1ccc(/C=N/NC(=O)c2cccnc2)cc1CSc1ccccn1
    i | -0.9 | i
> O=C(NCCC1CCCC1)C1CCC(=O)N(CCCN2CCCC2=O)C1 (stereo not given)
    i | -1.5 | i
> CCOC(=O)c1c(C)nc(SCC(N)=O)c(C#N)c1-c1ccccc1
    i | -1.0 | i
> COc1ccc2c(CC(=O)NCc3ccc4c(c3)OCO4)coc2c1
    i | 1.0 | i
> Clc1ccc2c(c1)c1cc(Cl)ccc1n2CN1CCOCC1
    i | -0.7 | i
> Cc1ccc(NC(=S)NNC(=O)c2nn(C)c(C)c2Cl)cc1
    i | -0.5 | i
> COC(=O)C(N)Cc1ccc(Cl)cc1 (stereo not given)
    i | -1.4 | i
> CCN(c1ccccc1)S(=O)(=O)c1nnc(NC(=O)CC(C)C)s1
    i | -1.6 | i

# 3 compounds from above, arranged by SMILES length, highest first.
# Order of results: CHT block | STK33 inh | CHT PAM
> COc1ccc(-c2nc(N)c(C#N)c(-c3cccnc3)c2C)cc1
    i | -0.4 | i
> COc1ccc2c(CC(=O)NCc3ccc4c(c3)OCO4)coc2c1
    i | 1.0 | i
> Clc1ccc2c(c1)c1cc(Cl)ccc1n2CN1CCOCC1
    i | -0.7 | i

# Carrying on.
# Order of results: CHT block | STK33 inh | CHT PAM
> CCCCn1c(SCC(=O)NC2CCS(=O)(=O)C2)nnc1-c1ccc(OC)cc1 (stereo not given)
    i | 0.0 | i
> CN1C(=S)NC(C)(C)CC1(C)c1ccc(O)cc1O (stereo not given)
    i | 0.8 | i
> Cc1cc(N2CCN(C)CC2)nc2ccc(NC(=O)CCC(=O)NCCC3=CCCCC3)cc12
    i | 0.1 | i
> c1ccc2[nH]c(SCc3cscn3)nc2c1
    i | -1.9 | i
> CC(C)CCNC(=O)NC(=O)COC(=O)/C=C/c1cccc([N+](=O)[O-])c1
    i | -0.7 | i
> Cc1ccc(C(=O)OCc2nnc(-c3ccccc3)o2)s1
    i | -1.7 | i
> COc1ccc(CN(C)CC(O)COC(c2ccccc2)c2ccccc2)c(OC)c1OC (stereo not given)
    i | -5.0 | i
> Cc1ccc(N2C(N)=C(C#N)C(c3cccnc3)C3=C2CC(C)(C)CC3=O)cc1 (stereo not given)
    i | 0.0 | i
